Compound activity: PubChem, National Center for Advancing Translational Sciences (NCATS)
HTT cytoprotect: Huntington cell model cytoprotection by ATP luminescence | PC12 HTT-Q103 induced, cytoprotection, ATP luminescence, 40 h | Potency, µM (highest dose often 56.4 µM), for the others: cytoprotection (ATP increase), hits mostly activators | 230,000 tested, 0.14% active | AID 1471;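 also: potency is read from the fitted curve at half-maximal effect; % of control where 0% means no effect; nearly all actives have a fitted effect of over 45% in size; toxic huntingtin expression switched on by the ecdysone agonist tebufenozide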
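ATP quantification (ATPlite) reports survival of PC12 cells in which tebufenozide, 100 nM final, switches on Htt exon 1 with 103 glutamines linked to GFP; compounds are titrated.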
LMNA splice mod: modulators of lamin A splicing; HeLa LMNA splicing GFP/RFP minigene ratio, 48 h; Potency, µM (highest dose often 46.1 µM), inactives show at the top dose ratio change, negative = inhibition, actives largely listed as inhibitors; 200,000 tested, 0.01% active; AID 1487; active = well fitted inhibition curve with a large enough effect in the signal ratio, with a control signal flat, not every such curve was filed as active; inconclusive = small, poorly fitted or top-dose-only effect, or effect the other way, or a change in a side signal; the % refers to the signal ratio; also: potency is read from the fitted curve at half-maximal effect; % is scaled to controls: 0 for no effect and ±100 for the full control effect
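Read-out is the ratio of GFP to DsRed2 object intensity, acquired by 488 nm laser-scanning cytometry on HeLa lamin A-EGFP minigene reporter cells. Compound incubation 48 hrs at 37 °C in Opti-MEM with 2% FBS; DMSO 0.5% final.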
IMPase Li inh: cell-permeable IMPase inhibitors with lithium potentiation; AID 1457; 210,000 tested, 0.35% active; CHO-M1 cells, IP1 TR-FRET (IP-One), carbachol + lithium; Potency, µM (series often up to 59.4 µM), without a hit: at the highest dose activity, negative = IMPase inhibition, usual class: inhibitors;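 also: IP1 builds up when IMPase is blocked and the TR-FRET signal falls; potency is read from the fitted curve at half-maximal effect; plate controls were basal vehicle for no effect and high inhibitor control for full effect; nearly all actives have a fitted effect of over 50% in size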
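CHO cells stably expressing M1 receptor (2000/well) were cultured 16–30 h, then exposed to compounds with a small lithium addition for 30 min at 37C. IP1 was measured by TR-FRET competition; AC50 from Hill fits.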
SMN2 splice up: enhancers of SMN2 splice variant expression. HEK293 SMN2-luciferase splicing reporter, luminescence, 30-36 h. Potency, µM (doses to about 46.1 µM), for inactives: at the highest dose activity change, positive = activation, actives largely listed as activators. 210,000 tested, 2.8% active. AID 1458; also: potency is read from the fitted curve at half-maximal effect; % of control where 0% means no effect; nearly all actives have a fitted effect of over 55% in size
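qHTS luciferase splicing reporter: luminescence rises when SMN2 exon 7 is included in transfected HEK293 cells. Compound exposure lasted 30-36 h at 37C, with 4.5 mM final sodium butyrate as control, followed by a ONE-Glo read.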
Luc counter: Kinase-Glo luciferase inhibition (counter-screen) | Q27757 | Kinase-Glo luciferase, ATP luminescence, 8 min | Potency, µM (top dose mostly 38.3 µM), without a hit: top-dose activity change, negative = inhibition, actives largely listed as inhibitors | 200,000 tested, 0.28% active; also: potency is read from the fitted curve at half-maximal effect; % is scaled to controls: 0 for no effect and ±100 for the full control effect; nearly all actives have a fitted effect of over 60% in size
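Substrate mix (final 50 mM imidazole pH 7.2, 50 mM KCl, 7 mM MgCl2, 10 uM ATP, 0.01% Tween 20, 0.05% BSA) plus pin-tool compound, then Kinase-Glo detection mix; 8 min ambient, luminescence read.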
CBFb-RUNX1 inh: CBF-beta/RUNX1 interaction disruption | Q01196+Q13951 | AlphaScreen CBFb-His/RUNX1-biotin binding, biochemical | Potency, µM (titrated, usually from 59.8 µM), for the others: at the top dose activity, negative = inhibition, hits mostly inhibitors | 230,000 tested, under 10 active | AID 1477; also: % of control where 0% means no effect
Target sequence (Q01196 whole entry, looked up): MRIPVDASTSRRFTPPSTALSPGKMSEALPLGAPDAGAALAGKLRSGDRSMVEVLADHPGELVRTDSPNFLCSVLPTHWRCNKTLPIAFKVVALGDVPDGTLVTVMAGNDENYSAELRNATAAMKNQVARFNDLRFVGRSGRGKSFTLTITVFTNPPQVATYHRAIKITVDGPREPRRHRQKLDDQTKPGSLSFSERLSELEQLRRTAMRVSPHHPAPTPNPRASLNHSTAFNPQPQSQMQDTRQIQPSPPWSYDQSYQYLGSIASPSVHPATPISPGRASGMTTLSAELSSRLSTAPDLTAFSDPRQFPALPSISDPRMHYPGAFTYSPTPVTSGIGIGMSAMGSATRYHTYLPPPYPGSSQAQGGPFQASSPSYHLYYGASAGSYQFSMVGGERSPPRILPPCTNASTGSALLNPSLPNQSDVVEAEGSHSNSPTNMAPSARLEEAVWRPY
Target sequence (Q13951 whole entry, looked up): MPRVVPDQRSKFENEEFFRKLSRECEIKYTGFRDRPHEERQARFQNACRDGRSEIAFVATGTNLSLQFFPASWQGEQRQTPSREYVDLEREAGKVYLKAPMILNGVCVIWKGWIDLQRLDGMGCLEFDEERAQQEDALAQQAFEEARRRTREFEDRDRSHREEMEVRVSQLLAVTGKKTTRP
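Proteins preincubated together for 20 min at RT before compound addition; 15 min later, nickel and streptavidin beads were added and left 90 min prior to AlphaScreen measurement.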
HttQ103 aggreg: reduces HttQ103-GFP aggregates in PC12 cells | PC12 HttQ103-GFP aggregates, Acumen cytometry, 40 h | Potency, µM (top dose mostly 46.1 µM), without a hit: at the top dose activity change, negative = inhibition, usual class: inhibitors | 220,000 tested, 1.1% active | AID 1688; also: potency is read from the fitted curve at half-maximal effect; % is scaled to controls: 0 for no effect and ±100 for the full control effect; nearly all actives have a fitted effect of over 60% in size
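PC12 cells with ecdysone-inducible HTT exon1 Q103-GFP, induced by 100 nM tebufenozide, given compounds in a concentration series. GFP aggregates (1–25 um, 6 SD above background) counted in lysates by laser-scanning cytometry, 488 nm excitation.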
The depositor's hits bear a star; ? = inconclusive; . = not tested or not shown; [ ] = remark or other dose. Unless noted, calls follow the shape of the dose curve; as a rule, active = well fitted curve in the direction sought with a large enough effect; inconclusive = small, poorly fitted or top-dose-only effect, or another doubt; inactive = no such curve, though single readings can be large; an effect the other way counts as inactive or inconclusive. This is a random part of the collection; overall some 4% were active at least once.

SMILES	HTT cytoprotect	LMNA splice mod	IMPase Li inh	SMN2 splice up	Luc counter	CBFb-RUNX1 inh	HttQ103 aggreg
CCOc1ccc2nc(NCCCO)[nH]c2c1	26%[10 µM]	-9%	1%	16%	-1%	0%	1%
Cn1c(=O)c(C(=O)CN2CCOCC2)c(N)n(Cc2ccccc2)c1=O	-32%	-7%	-10%[38.3 µM]	2%	-1%	3%	21%
Cc1ccc(-n2c(CCC(=O)O)ccc2-c2cccs2)cc1	-1%	6%	15%[38.3 µM]	18%	-6%	-13%	17%
O=C(Nc1cccc(F)c1)NC1CCN(Cc2ccccc2)CC1	24%	.	19%	-3%	3%	1%	9%
CCCCOc1ccc(CCC(=O)N/N=C/c2ccco2)cc1	1%[10 µM]	.	.	.	.	1%	-1%[9.22 µM]
O=C(c1ccco1)N1CCN(Cc2nc(-c3cccs3)no2)CC1	6%[10 µM]	6%[46 µM]	5%	.	3%	-9%	-9%[9.22 µM]
Cc1cc(C)cc(OCc2ccc(C(=O)NC3CCOC3=O)o2)c1 (centres undefined)	-26%	.	-12%	-15%	2%	-2%	2%
CC1(C)CC2CC(C)(CN2S(=O)(=O)c2ccc(N)cc2)C1 (centres undefined)	7%	?	7%[38.3 µM]	-29%	5%	3%	?
Cn1c(CNC(=O)Nc2ccccc2)nnc1SCc1ccccc1	-23%[10 µM]	-12%	3%[38.3 µM]	1%	3%	2%	-3%
CN1C(=O)/C(=C/c2ccccc2OCc2ccccc2)NC1=S	22%[10 µM]	-14%	25%	-2%	-1%	5%	10%
Cc1nnc(C)c2c(C)n(C(C)c3ccccc3)c(C)c12 (centres undefined)	-4%	?	25%[38.3 µM]	-10%	-3%	-20%	-27%
CC(=O)Nc1ccc(C(=O)N2CCN(C(=O)c3ccco3)CC2)cc1	0%	10%	39%[38.3 µM]	14%	0%	8%	?
Cc1ccc(S(=O)(=O)N=S(CCO)CCO)cc1	19%[10 µM]	-2%	3%	?	-3%	9%	1%
COc1ccc(NC(=S)N2CCCC2)cc1OC	?	8%[46 µM]	4%	3%	2%	0%	10%
COCCN(CCOC)C(=O)C12CCC(C)(C(=O)C1)C2(C)C (centres undefined)	9%	-7%	.	.	.	26%	-1%

Seven of these compounds in a different format.
Every second line gives: HTT cytoprotect | LMNA splice mod | IMPase Li inh | SMN2 splice up | Luc counter | CBFb-RUNX1 inh | HttQ103 aggreg
- CCOc1ccc2nc(NCCCO)[nH]c2c1
 : 26%[10 µM] | -9% | 1% | 16% | -1% | 0% | 1%
- Cn1c(=O)c(C(=O)CN2CCOCC2)c(N)n(Cc2ccccc2)c1=O
 : -32% | -7% | -10%[38.3 µM] | 2% | -1% | 3% | 21%
- Cc1ccc(-n2c(CCC(=O)O)ccc2-c2cccs2)cc1
 : -1% | 6% | 15%[38.3 µM] | 18% | -6% | -13% | 17%
- O=C(Nc1cccc(F)c1)NC1CCN(Cc2ccccc2)CC1
 : 24% | . | 19% | -3% | 3% | 1% | 9%
- CCCCOc1ccc(CCC(=O)N/N=C/c2ccco2)cc1
 : 1%[10 µM] | . | . | . | . | 1% | -1%[9.22 µM]
- O=C(c1ccco1)N1CCN(Cc2nc(-c3cccs3)no2)CC1
 : 6%[10 µM] | 6%[46 µM] | 5% | . | 3% | -9% | -9%[9.22 µM]
- Cc1cc(C)cc(OCc2ccc(C(=O)NC3CCOC3=O)o2)c1 (centres undefined)
 : -26% | . | -12% | -15% | 2% | -2% | 2%

Following part:
SMILES	HTT cytoprotect	LMNA splice mod	IMPase Li inh	SMN2 splice up	Luc counter	CBFb-RUNX1 inh	HttQ103 aggreg
O=c1[nH]c(=S)n(C2CCCCC2)c(O)c1C=NCCN1CCOCC1	-3%[10 µM]	.	.	.	.	14%	13%[9.22 µM]
COc1ccccc1OCCn1cc(/C=N/n2cnnc2)c2ccccc21	17%[0.074 µM]	5%	10%	3%	-2%	-4%	12%
O=C(O)CC1CCS(=O)(=O)C1 (centres undefined)	14%	12%	-8%[38.3 µM]	4%	-8%	-5%	5%
CC(C)(C)n1ncc2c(=O)n(Cc3c(F)cccc3Cl)cnc21	-16%	2%	25%[38.3 µM]	-15%	-6%	-1%	-11%
Cc1csc(=S)n1-c1ccccc1	-21%	11%	-15%[38.3 µM]	19%	-3%	-2%	0%
COc1nc(Oc2ccc(C(=O)O)cc2)nc(Oc2ccc(C(=O)O)cc2)n1	-7%	10%	5%[38.3 µM]	7%	0%	0%	-23%
Oc1ccc(-c2nnc(Nc3cccc(O)c3)c3ccccc23)cc1	-7%[10 µM]	.	.	.	.	2%	-3%[9.22 µM]
Cc1cnc([N+](=O)[O-])n1CCOC(=O)NC(=O)c1ccc(C(F)(F)F)cc1	-18%	?	6%	7%	-5%	11%	-6%
O=C(C1=C(O)C(=O)N(CCN2CCOCC2)C1c1ccccn1)c1cccs1 (centres undefined)	-3%[0.074 µM]	0%	15%[38.3 µM]	5%	3%	-3%	-7%
CC1CCc2sc(C(=O)OCC(=O)NC(N)=O)cc2C1 (centres undefined)	-2%[10 µM]	.	.	.	.	3%	-6%[9.22 µM]
O=C(Cn1cc(C(F)(F)F)ccc1=O)N1CCN(S(=O)(=O)c2ccc(Cl)cc2)CC1	-6%[10 µM]	-1%	22%[38.3 µM]	-4%	23%	7%	?
CCN(CC)S(=O)(=O)c1ccc(C(=O)Nc2cc3oc4ccccc4c3cc2OC)cc1	13%[10 µM]	8%	-6%	-14%	-2%	1%	8%
Cc1ccc(NC(=O)NC2CCCN2S(=O)(=O)c2ccc(Cl)cc2)cc1 (centres undefined)	20%	-8%	25%[38.3 µM]	-2%	1%	3%	-2%
CCN(CC)c1ccc(C=C2C(=O)OC(C)(C(C)(C)C)OC2=O)cc1 (centres undefined)	28%	8%[0.0737 µM]	-36%[38.3 µM]	9%	-2%	0%	0%
COc1cc(OC)cc(C(=O)/C=C2\Sc3ccccc3N2C)c1	-5%[10 µM]	.	18%	.	.	?	-18%[9.22 µM]

Record cards, as listed above. Order of values: HTT cytoprotect, LMNA splice mod, IMPase Li inh, SMN2 splice up, Luc counter, CBFb-RUNX1 inh, HttQ103 aggreg
Cc1ccc(NC(=O)NC2CCCN2S(=O)(=O)c2ccc(Cl)cc2)cc1 (centres undefined) in the list: 20%, -8%, 25%[38.3 µM], -2%, 1%, 3%, -2%
O=c1[nH]c(=S)n(C2CCCCC2)c(O)c1C=NCCN1CCOCC1 in the list: -3%[10 µM], ., ., ., ., 14%, 13%[9.22 µM]

(continued)
SMILES	HTT cytoprotect	LMNA splice mod	IMPase Li inh	SMN2 splice up	Luc counter	CBFb-RUNX1 inh	HttQ103 aggreg
COCCN(CCOC)C(=O)c1c[nH]c2ccc(S(=O)(=O)N(C)c3ccc(F)cc3)cc2c1=O	4%	11%	.	.	.	5%	1%
CS(=O)(=O)N(CC(=O)N1CCCCCC1)c1ccccc1	5%[1.9 µM]	8%	27%[38.3 µM]	-8%	-3%	0%	-7%
Cc1cc(Cl)ccc1OCC(=O)NCCOC(=O)Nc1sc(=S)n(C)c1C	11%[10 µM]	?	4%	-30%[inhibitor]	-4%	11%	4%
COCC(=O)N(Cc1ccccc1)c1ccccn1	13%[0.074 µM]	15%	11%[38.3 µM]	2%	-1%	14%	-18%
CN(c1cccc(NC(=O)CCSc2ccccc2)c1)S(C)(=O)=O	-27%[0.074 µM]	-2%	22%[38.3 µM]	7%	6%	6%	-14%
CCOc1ccc(-c2cc(CCCC(=O)Nc3cc(OC)ccc3OC)no2)cc1	-8%[10 µM]	12%	7%[38.3 µM]	-17%	-1%	-12%	-9%
Cc1ccc(C2C3=C(CC(C)(C)CC3=O)Nc3n[nH]c(C)c32)cc1 (centres undefined)	36%	-18%	-14%[38.3 µM]	-8%	-2%	2%	0%
Fc1ccc(-c2[nH]ncc2-c2nnnn2-c2ccccc2)c(F)c1	-4%	0%	4%[38.3 µM]	-7%	-3%	3%	-11%
Fc1cccc(-c2cc3nc4c(c(NCc5ccco5)n3n2)CCCC4)c1	-57%[inhibitor]	?	17%[38.3 µM]	11µM*	-3%	1%	-21%
Cc1cnc(C(=O)OCC(=O)N2CCc3ccccc32)cn1	?	2%[9.22 µM]	-4%	3%	-1%	-3%	16%
c1cncc(CSc2nnc3ccc(-c4ccco4)nn23)c1	-17%	11%[46 µM]	-13%	-12%	1%	-9%	0%
O=C(NCCSCc1ccc(Cl)cc1)c1cccs1	11%[10 µM]	.	.	.	.	-4%	-1%[9.22 µM]
Cc1ccc(C(=O)Oc2csc(=S)n2C(=O)c2ccc(C)cc2)cc1	10%	-4%	35%[38.3 µM]	-14%	1%	-3%	-15%
CCOc1ccc(C(=O)NCCN2CCCC2)cc1	19%[10 µM]	.	2%	.	0%	2%	-6%[9.22 µM]
C=CCNC(=O)c1cc(Cl)ccn1	14%	3%[46 µM]	-9%	5%	-1%	-2%	4%
Clc1ccc(-c2csc(N/N=C/c3ccc4c(c3)OCO4)n2)cc1	10%[10 µM]	-10%	-1%	-22%	2%	-9%	13%
O=C(NC(CSSCC(NC(=O)c1ccccc1)C(=O)O)C(=O)O)c1ccccc1 (centres undefined)	?	.	-1%	.	.	7%	10%[9.22 µM]
CCC(=O)NC(=S)N1CCN(c2ccc([N+](=O)[O-])cc2Cl)CC1	-33%	-7%	-7%[38.3 µM]	-9%	-3%	-3%	25%
CCOC(=O)c1cnc(-n2nc(C)cc2C)nc1NC1CCCCC1	4%	?	.	.	.	-21%	-4%
Cn1c(SCC#N)nnc1-c1ccc2c(c1)OCO2	-4%[1.9 µM]	-11%	8%	-9%	-4%	12%	-1%
O=C(CN1CCN(Cc2cccc(Cl)c2)C1=O)NCc1ccccn1	-23%	-5%	2%[38.3 µM]	-3%	-1%	-7%	-10%
Nc1ncnc2c1nc(Sc1ccc(Cl)cc1)n2[C@H]1O[C@@H]2COP(=O)(O)O[C@H]2[C@@H]1O	.	-14%	-9%	5%	-1%	2%	.
CC(=O)c1c(C)[nH]c(C(=O)COC(=O)CCCOc2ccccc2)c1C	-19%	13%[46 µM]	6%	-10%	-2%	-10%	-26%
COc1ccc(Cn2nnnc2C(c2cccs2)N2CCCCCC2)cc1 (centres undefined)	8%[10 µM]	-4%	25%	-27%	1%	28%	?
